Compound activity as filed in PubChem.
IDE inh: cellular human IDE inhibition; HEK cells, FAbetaB cleavage, fluorescence polarization; inhibition, % at 5.59 µM; 320,000 compounds, 0.41% hits;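 active means percent inhibition above the average of all tested compounds plus 3 SD, set per screening campaign, cut at about 16% in these data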;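 further: IDE supplied by intact live HEK cells; FP after avidin binding of uncleaved biotin substrate so inhibition keeps polarization high; 0% = DMSO wells and 100% = 60 µM reference IDE inhibitor Ii1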
Target sequence (P14735 whole entry, looked up): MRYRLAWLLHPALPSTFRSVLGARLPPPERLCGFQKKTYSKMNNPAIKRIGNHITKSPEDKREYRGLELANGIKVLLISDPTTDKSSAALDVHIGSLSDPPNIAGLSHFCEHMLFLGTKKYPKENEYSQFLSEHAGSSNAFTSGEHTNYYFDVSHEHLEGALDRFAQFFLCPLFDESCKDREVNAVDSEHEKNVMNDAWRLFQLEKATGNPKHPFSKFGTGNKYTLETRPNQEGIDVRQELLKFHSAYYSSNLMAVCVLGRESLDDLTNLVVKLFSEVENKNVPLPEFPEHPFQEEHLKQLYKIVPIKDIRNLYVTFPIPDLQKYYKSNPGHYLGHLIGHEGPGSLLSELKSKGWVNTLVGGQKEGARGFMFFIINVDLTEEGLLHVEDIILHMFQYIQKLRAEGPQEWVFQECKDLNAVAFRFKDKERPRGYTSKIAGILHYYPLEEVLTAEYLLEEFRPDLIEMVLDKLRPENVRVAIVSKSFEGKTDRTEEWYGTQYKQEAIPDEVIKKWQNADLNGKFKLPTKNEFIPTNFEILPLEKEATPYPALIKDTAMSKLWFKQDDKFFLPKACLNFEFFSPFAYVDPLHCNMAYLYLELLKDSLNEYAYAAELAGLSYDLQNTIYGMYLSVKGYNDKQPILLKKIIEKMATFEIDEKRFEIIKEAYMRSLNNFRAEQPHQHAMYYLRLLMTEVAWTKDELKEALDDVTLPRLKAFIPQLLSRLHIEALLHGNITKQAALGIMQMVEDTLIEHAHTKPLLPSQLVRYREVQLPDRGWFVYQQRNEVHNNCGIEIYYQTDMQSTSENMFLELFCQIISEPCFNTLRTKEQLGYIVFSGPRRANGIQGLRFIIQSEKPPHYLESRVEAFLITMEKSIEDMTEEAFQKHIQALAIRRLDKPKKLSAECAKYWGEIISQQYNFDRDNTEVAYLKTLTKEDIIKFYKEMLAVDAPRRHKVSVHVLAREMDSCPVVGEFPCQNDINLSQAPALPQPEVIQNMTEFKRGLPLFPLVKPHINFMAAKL
GalR3 antag: blocks the human galanin receptor 3; O60755; HEK293 GalR3-CNG cAMP membrane potential fluorescence; galR3 body fused to GalR1 C-terminus; inhibition, % at 3 µM; 360,000 compounds, 0.44% hits; AID 651719;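 active means inhibition above the screen-wide average plus 3 SD, cut at about 13% in these data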;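 further: forskolin and galanin both at EC90 stimulate the cells; cAMP rise reported by CNG channel membrane potential dye signal; 0% = forskolin plus galanin with DMSO and 100% = forskolin alone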
SUMO HTRF inh: SUMOylation inhibition | inhibition, % at 35 µM | 290,000 compounds, 0.36% hits | AID 2006 | HTRF SUMOylation assay, SAE1/SAE2 + UBC9, in vitro; in the data active means inhibition above about 50%, passing the limit was not always enough; further: strong numbers were not always called active
HCV NS3 hel inh: blocks Hepatitis C virus NS3 helicase unwinding. inhibition, % at 10.9 µM. 290,000 compounds, 0.56% hits. NS3 helicase DNA unwinding, Cy5 molecular beacon fluorescence. AID 1800;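 active means inhibition above the mean of all tested compounds plus 3 SD, set per campaign, cut at about 35% in these data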;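 further: 0% = DMSO wells and 100% = thioflavine S control wells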
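Compound dosing – single dose, 10.9 µM nominal final, DMSO 0.8% final · System – NS3 helicase fragment of HCV · Buffer or medium – MOPS pH 6.5, MgCl2, DTT, Tween20, BSA · Signal – Cy5 beacon fluorescence read at start and 1 h · Also added – annealed dual-labelled DNA beacon duplex, ATP-started · Schedule – 1 h at 25 °C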
IMP-1 inh: inhibitors of Pseudomonas aeruginosa IMP-1 metallo-beta-lactamase. purified IMP-1, nitrocefin hydrolysis, epi-absorbance fluorescence. inhibition, % at 5.6 µM. 290,000 compounds, 0.45% hits;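 active means inhibition above the mean plus 3 SD of all compounds in the same screening run, cut at about 4.5% in these data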;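 further: 0% = IMP-1 with DMSO and 100% = DMSO wells lacking enzyme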
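Material – recombinant IMP-1 enzyme, purified · Amount – IMP-1 0.2 nM before substrate addition · Medium – HEPES buffer pH 7.1 with ZnSO4 and Brij 35 · Timing – 25 °C, 15 min preincubation, 25 min reaction · Measured by – plate fluorescence quenching by hydrolysis product, ex 480/em 530 nm · Read-out – percent enzyme inhibition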
IDE act: boosts human insulin-degrading enzyme activity in HEK cells | P14735 | FAbeta-B cleavage, fluorescence polarization; 0% vehicle, 100% cell-free pure enzyme wells | activation, % at 5.96 µM | 340,000 compounds, 0.073% hits;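 active means activation above the mean of all tested compounds plus 3 SD, set per screening campaign, cut at about 17% in these data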
p-CIP stab down: lowers stability of the mouse p/CIP coactivator protein. Q05BA5. F442A p/CIP-EGFP cells, EGFP fluorescence, 16 h. decrease of EGFP signal, % at 10 µM. 290,000 compounds, 0.01% hits. AID 1984;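 active means EGFP signal decrease of at least 30% at 10 µM or well 3 SD below plate mean, unless failing retest; inactive means the rest, including hits failing retest or dose response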; further: some compounds called inactive have numbers as strong as hits; many of its hits are not listed in these tables
VIM-2 inhibitor: blocks Pseudomonas aeruginosa VIM-2 metallo-beta-lactamase; AID 1527; 290,000 compounds, 0.89% hits; inhibition, % at 5.6 µM; purified VIM-2, nitrocefin hydrolysis, epi-absorbance fluorescence;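 active means inhibition above the mean of all tested compounds plus 3 SD, cutoff set per screening run, cut at about 7.5% in these data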;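 further: red hydrolysis product quenches plate fluorescence so inhibitors raise well fluorescence; 0% = enzyme with DMSO and 100% = DMSO without enzyme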
CRFBP-R2 block: CRF-BP/CRF-R2 complex antagonism; inhibition, % at 11.8 µM; HEK293 CRF-R2/CRF-BP, CRF-induced calcium fluorescence; AID 588475; 350,000 compounds, 0.59% hits;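 active means inhibition of the ligand-induced calcium signal above about 50% at the single tested concentration, limit read from the data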
The depositor's hits bear a star; x = not tested or not shown.

Every second line gives: IDE inh	GalR3 antag	SUMO HTRF inh	HCV NS3 hel inh	IMP-1 inh	IDE act	p-CIP stab down	VIM-2 inhibitor	CRFBP-R2 block
> Cc1cccc(C(C)C)c1NC(=O)COC(=O)CCN1C(=O)C2CC=CCC2C1=O (stereo not drawn)
→ 7.2	-0.5	11.2	19.9	-4.3	1.1	1.0	-6.3	2.0
> COc1ccc(NC(=O)C2=CC(c3ccco3)=NS(=O)(=O)N2C)cc1OC
→ 5.4	-0.2	7.1	-6.8	-2.2	1.8	-16.4	0.4	15.5
> Cc1ccc(Cl)cc1N1CCN(C(=O)Cc2c(C(=O)O)[nH]c3ccc(Cl)cc23)CC1
→ -0.8	-2.1	28.0	-9.9	-2.3	0.2	-6.0	-2.2	62.0*
> CCCN(CCO)Cc1ccc(Br)cc1
→ 4.4	-5.4	5.3	-32.6	-1.6	-0.6	-4.5	0.0	-3.4
> CCOC(=O)N1CCC(N2CCN(S(=O)(=O)c3ccc(OC)cc3)CC2)CC1
→ -6.3	-1.9	1.9	-0.8	-4.1	3.9	-12.6	-2.9	-9.8
> CC1(C)Cc2c(sc(NC(=O)Nc3ccccc3)c2C(N)=O)CO1
→ 1.0	1.2	-0.5	-6.8	-0.8	3.2	-5.9	-1.6	-26.8
> COc1ccc(C2=C(C=O)Cc3ccccc3O2)cc1
→ 1.5	-2.3	x	x	x	-7.0	x	x	13.9
> CCC(=O)Nc1cccc(C2=NN(c3ccccc3)C(c3ccc(OC)cc3)C2)c1 (stereo not drawn)
→ -5.0	-9.1	25.4	-37.0	-0.9	-3.6	-3.0	-1.7	24.8
> CCOC(=O)CN1C(=O)C(CC)Oc2ccccc21 (stereo not drawn)
→ -2.7	-2.7	14.5	5.9	2.9	2.9	-3.2	0.6	7.0
> CC1(C)CC(=O)C2=C(C1)OC(N)=C(C#N)C2c1ccoc1 (stereo not drawn)
→ 6.9	-5.6	12.0	1.4	-2.9	1.3	8.1	1.3	-12.5
> CC(=O)c1ccc(NC(=O)COC(=O)CCN2C(=O)c3cccc([N+](=O)[O-])c3C2=O)cc1
→ -1.7	-6.0	14.9	-15.7	-1.4	-3.2	-2.3	0.3	39.2
> C=CCNc1cnn(-c2ccc(C)cc2)c(=O)c1Cl
→ -4.5	-0.4	13.9	1.9	-2.1	2.4	-2.6	-5.0	7.5
> Cc1cc(C)cc(NC(=O)c2oc3ccccc3c2COc2ccccc2)c1
→ -0.1	-1.3	14.0	5.2	-6.4	5.6	0.4	0.2	-19.6
> COc1ccc(NC(=O)c2c(C)cc(=O)oc2C)c(OC)c1
→ 0.2	0.3	-9.3	-0.6	-1.9	-2.4	12.7	-2.3	-16.5
> CCn1c(SCC(=O)N(C)c2c(N)n(Cc3ccccc3)c(=O)[nH]c2=O)nc2ccccc21
→ 9.5	-5.0	7.6	5.3	-1.2	-6.0	7.2	0.0	-0.5
> C[C@H](CO)N1C[C@H](C)[C@H](CN(C)Cc2ccncc2)Oc2ccc(NC(=O)Nc3ccc(C(F)(F)F)cc3)cc2CC1=O
→ 2.6	-3.7	x	x	x	-2.1	x	x	-12.2
> COc1ccc(-c2cc(C(=O)N(C)CCc3ccc(OC)c(OC)c3)c3ccccc3n2)cc1
→ x	-3.2	8.1	-16.9	-1.1	4.0	-15.5	-2.2	-1.4
> COc1ccc(/C=C2/SC(=S)N(CCCC(=O)Nc3ccc(O)cc3)C2=O)cc1OC
→ 3.2	-2.1	-11.7	0.7	-0.6	2.4	-22.0	-1.4	4.3
> CCC(CC)C(=O)Nc1cccc(C(=O)Nc2nnc(C)s2)c1
→ 7.5	-5.6	-15.5	-3.4	-1.5	3.2	-23.4	-1.9	-6.8
> COc1ccc(NC(=O)CN(C)C(=O)C2(c3ccccc3)CCCC2)cc1
→ 7.3	-0.9	x	x	x	4.8	x	x	-15.4
> O=S(=O)(c1cccc2nonc12)N1CCCCC1
→ -1.0	-3.2	-12.7	0.2	-2.2	2.4	-5.0	-1.4	6.4
> C/C(=N/NC(=S)Nc1cccc(C)c1)c1cccc([N+](=O)[O-])c1
→ -7.1	-1.3	-6.3	-0.9	-1.6	4.9	-2.2	-4.3	-8.7
> Cc1ccc(S(=O)(=O)NCCC(=O)NCc2ccc(Cl)cc2)cc1C
→ 2.3	-0.6	x	x	x	4.5	x	x	-12.6
> CC(=O)Nc1ccc(S(=O)(=O)N(C)c2ccc(OCCOc3ccccc3F)cc2)cc1
→ -3.9	-5.6	x	x	x	-1.2	x	x	3.3
> CC1CCC(NC(=O)C2COc3ccccc3O2)CC1 (stereo not drawn)
→ 3.3	-2.7	x	x	x	3.4	x	x	-9.1
> O=C(CCN1C(=O)C2C3C=CC(C3)C2C1=O)N1CCN(c2ccccn2)CC1 (stereo not drawn)
→ -2.0	-2.6	-47.3	1.1	-2.7	1.9	3.4	-1.6	-8.1
> O=C(NNC(=O)C1CC2CCC1C2)c1ccccc1 (stereo not drawn)
→ 1.1	-3.0	7.4	4.9	-5.0	0.6	-3.5	-0.9	9.7
> Nc1[nH]nc2nc(N3CCCC3)nc(-c3ccccc3)c12
→ -2.5	-6.5	-9.3	-6.5	-3.5	3.7	8.1	1.7	-11.5
> COc1ccc(CCNC(=S)NNC(=O)c2c(Br)c(C)nn2C)cc1OC
→ x	2.2	4.0	-8.2	-3.6	3.4	0.7	-6.1	5.2
> COc1ccc(CNc2ncnc3sccc23)cc1OC
→ 5.7	-9.5	-15.3	-3.2	-4.2	5.5	-14.5	0.8	1.9

Only IMP-1 inh and CRFBP-R2 block, for 2 of the compounds above:
smiles | IMP-1 inh | CRFBP-R2 block
Nc1[nH]nc2nc(N3CCCC3)nc(-c3ccccc3)c12 | -3.5 | -11.5
CCCN(CCO)Cc1ccc(Br)cc1 | -1.6 | -3.4

Other entries.
Every second line gives: IDE inh	GalR3 antag	SUMO HTRF inh	HCV NS3 hel inh	IMP-1 inh	IDE act	p-CIP stab down	VIM-2 inhibitor	CRFBP-R2 block
> CC1CC(C)CN(C(=O)Nc2ccccc2F)C1 (stereo not drawn)
→ 3.4	-4.3	27.2	10.5	-0.9	3.5	-1.4	0.6	3.1
> Cc1c(/C=N/NC(=O)c2cc(=O)[nH]c(=O)[nH]2)c2ccccn2c1C(=O)c1ccccc1
→ -3.2	-6.4	-8.6	2.4	-4.1	-2.5	-9.3	-2.1	-3.6
> O=C(COC(=O)C1CCC1)Nc1cccc(S(=O)(=O)N2CCOCC2)c1
→ -6.2	-1.3	x	x	x	4.5	x	x	15.2
> Cc1cc(S(=O)(=O)N2CCCOC2CNC(=O)C(=O)NCc2ccco2)ccc1F (stereo not drawn)
→ 2.4	-2.5	4.6	6.6	-1.7	4.4	-2.3	0.2	-6.8
> COc1ccc(Cc2nnc(SCC(=O)NC3CCCC3)o2)cc1
→ -1.1	-4.2	21.2	0.9	0.4	-1.0	-10.0	-3.2	3.5
> O=C(Cn1sc2ccccc2c1=O)N1CCN(C(=O)c2ccco2)CC1
→ -2.9	-6.3	14.9	1.9	-0.9	1.4	-3.3	-2.0	4.6
> COc1cc(-c2ccccc2)nc2ccccc12
→ -5.5	-6.9	13.7	-3.0	-2.5	5.3	-6.4	-1.7	-8.0
> O=C(N/N=C/c1cccc([N+](=O)[O-])c1)c1nc2ccccc2c(=O)[nH]1
→ -4.0	-0.1	-16.4	-5.1	-4.1	4.3	-6.6	-4.2	-6.3
> Cc1nn(-c2nc3ccccc3s2)c(N)c1Sc1ccc(F)cc1
→ -3.5	-4.1	8.7	0.3	-3.1	4.6	3.9	-1.0	-6.9
> COCc1cc(C)nc(SCc2ccccc2)c1C#N
→ 3.1	-9.3	-13.2	-4.8	-2.8	2.4	1.2	-2.3	6.1
> Cn1c(SCC(=O)Nc2sc3c(c2C#N)CCC3)nnc1C1COc2ccccc2O1 (stereo not drawn)
→ 5.2	-6.1	13.3	0.6	-3.0	-2.1	-3.3	-1.2	8.8
> CC1CCN(C(=O)c2ccccc2NS(=O)(=O)c2ccccc2)CC1
→ 9.9	-1.0	4.9	3.1	-5.7	6.6	-7.7	-1.1	-9.4
> CC1=NN(C(=O)c2ccc(Cn3nc(C)c([N+](=O)[O-])c3C)cc2)C(O)(C(F)(F)F)C1 (stereo not drawn)
→ -2.1	-5.1	5.2	2.5	-9.1	8.2	-6.6	-4.3	1.0
> Cc1ccc2[nH]c(=O)c(CN(CCCO)S(=O)(=O)c3c(C)ccc4nsnc34)cc2c1
→ 1.0	-6.5	-0.1	-7.6	-0.3	2.6	-4.9	-0.7	-3.9
> Cc1ccc(C(=O)N2CCN(c3ccc(N4CCOCC4)nn3)CC2)cc1
→ -0.6	-3.2	x	x	x	5.1	x	x	6.2
> COCCN(CCOC)Cc1c(O)ccc2c1O/C(=C\c1ccc(C)o1)C2=O
→ 3.5	-7.8	26.1	15.2	-2.4	-7.8	3.0	-1.1	5.5
> Cc1cc(CNC(=O)COc2c(F)c(F)cc(F)c2F)c2ccccc2n1
→ -0.9	1.0	4.3	-0.9	-2.9	2.4	0.8	-2.7	0.2
> CC(=O)N1CCc2ccc(C(=O)CN3CCN(c4cccc(C)c4C)CC3)cc21
→ x	x	21.8	-0.7	-2.9	x	-7.4	-2.1	x
> COc1ccccc1NC(=S)N/N=C/c1ccc(O)cc1
→ 1.1	-5.2	-21.6	8.2	-2.0	4.8	8.1	-2.1	-6.8
> O=C(NC1CCCCC1)C1CC(=O)N(Cc2ccccc2)C1 (stereo not drawn)
→ 3.5	7.0	19.5	-29.8	-2.3	3.1	-24.6	-3.9	-8.3
> N#Cc1ccc(Cl)cc1NC(=O)CNCc1cccs1
→ -1.4	-9.0	12.7	-5.9	2.2	0.4	-7.4	-0.5	-4.2
> CC(C)Oc1ccc(C(CC(=O)O)NC(=O)C2CCCCC2)cc1 (stereo not drawn)
→ 2.7	-2.4	-9.6	3.9	-1.3	-4.1	-1.3	-1.1	5.5

Outcome played no part in choosing rows; overall some 3.2% were active at least once.
